From PubChem
FECH inh – blocks human mitochondrial ferrochelatase activity; purified FECH, Ni-mesoporphyrin absorbance 550 nm; calls only at 10 µM (by protocol); 3.3% of 20,000 active; AID 1671448;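 active means enzyme reaction rate more than 3 SD below the solvent-only control wells on the same plate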;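 further: lower slope than DMSO wells means FECH inhibition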
Target sequence (P22830 whole entry, looked up): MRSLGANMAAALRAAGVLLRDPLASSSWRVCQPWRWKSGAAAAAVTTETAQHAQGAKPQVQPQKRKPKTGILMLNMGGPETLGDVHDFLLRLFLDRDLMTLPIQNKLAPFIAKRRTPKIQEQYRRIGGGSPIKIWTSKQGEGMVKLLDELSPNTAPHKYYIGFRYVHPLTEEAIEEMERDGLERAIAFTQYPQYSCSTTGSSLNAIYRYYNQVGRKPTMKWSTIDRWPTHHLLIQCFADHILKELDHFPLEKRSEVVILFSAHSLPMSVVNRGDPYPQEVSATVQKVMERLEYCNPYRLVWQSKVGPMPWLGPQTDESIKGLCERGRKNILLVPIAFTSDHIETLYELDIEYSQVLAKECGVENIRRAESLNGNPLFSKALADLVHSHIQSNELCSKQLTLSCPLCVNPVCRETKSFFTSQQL
Calls only; i = inactive; + = active, no number. A portion of the library; count on the stated rates, not on these rows.

SMILES | FECH inh
CCCc1nnc2sc(Cc3ccc4nc(C)[nH]c4c3)nn12 | i
O=C(C1CCCO1)N1CCC(NCCN2CCc3ccccc32)CC1 (configuration not stated) | i
CCCc1nc2nc[nH]n2c(=O)c1NC(=O)Nc1ccccc1F | i
COc1ccccc1C1CNC(=O)c2nc(CCCN3CCCC3)[nH]c2C1 (configuration not stated) | i
CC(=O)c1cc(Cl)cc(-c2ccc(C(C)N3CCOCC3)cc2)c1O (configuration not stated) | i
Cc1ccc(Oc2ncccc2CNC(=O)CCc2nc3ccccc3[nH]2)cn1 | i
Cc1occc1C(=O)Nc1ccc(C(=O)N(Cc2ccncc2)C2CC2)cc1 | i
CN(CCNC(=O)c1ccc(CN2C(=O)CCn3nccc32)cc1)Cc1ccccc1 | i
Cc1nc(N2CC[C@@H](N3CCOCC3)[C@H](O)C2)cc(-n2cccn2)n1 | i
CCc1nc(C)c(C(=O)N2CCN(c3nsc4ccccc34)CC2)o1 | i
Cc1ccccc1Cn1cc(C(=O)Nc2ccc(F)c(F)c2)ccc1=O | i
Cc1ccc(F)cc1-c1n[nH]c(CCc2ccccc2)n1 | i
COc1cc2c(cc1CN1CCN(c3cc(C(N)=O)ccn3)CC1)CCC2 | i
CN(CC1(CO)CCCC1)C(=O)Cc1ccncc1 | i
CCCC(=O)Nc1ccc(Nc2nc(C)cc(Nc3ccc(OC)cc3)n2)cc1 | i
Cc1nc(NCCCN2CCC(C(N)=O)CC2)cc(C(C)C)n1 | i
c1ccc(C2CCCN2C2CCN(c3ccc4c(c3)OCO4)CC2)nc1 (configuration not stated) | i
COc1ccc(N2C(=O)N(CC(=O)NCCc3ccccc3)c3ccccc3S2(=O)=O)cc1OC | i
O=C1NCC2(CCN(c3ccnc(C(=O)NCCc4ccccc4)c3)CC2)O1 | i
O=C(Cn1cnnn1)N1CCC(c2cc(-c3ccccc3Cl)n[nH]2)CC1 | i
Fc1cccc(Nc2nc(NCc3cccnc3)nc3c2cnn3-c2ccccc2)c1 | i
O=C(c1coc(CN2CCN(c3ccccc3F)CC2)n1)N1CC=CC1 | i
COc1ccccc1CN(Cc1cccnc1)Cc1nccn1C | i
Cc1ccc(NC(=O)C2CCCN2S(=O)(=O)c2ccc3c(c2)CCCC(=O)N3)cc1N(C)C (configuration not stated) | i
Cc1ccc2nc(CN(C)Cc3cnc(N4CCOCC4)nc3)[nH]c2c1 | i
O=C(O)c1ccc(-c2ccn[nH]2)cc1Cl | i
COc1cccc(-c2cc(N3CCN(C(=O)Nc4ccc(C)c(Cl)c4)CC3)ncn2)c1 | i
Cc1c(O)cccc1C(=O)NCC1CCCN(Cc2ccccn2)C1 (configuration not stated) | i
Cc1cc(C)c(NC(=O)CN2CCN(Cc3ccc(F)cc3Cl)S2(=O)=O)c(C)c1 | i
CCN1CCC(C(=O)NCc2cccnc2N(C)C2CCCCC2)C1 (configuration not stated) | i
O=c1cc(CN2CCOC(C(F)(F)F)C2)[nH]c(=O)[nH]1 (configuration not stated) | i
CC(C)CCNc1nc(Nc2ccccc2)c2cnn(-c3ccccc3)c2n1 | i
Cc1ccc(S(=O)(=O)N(CCC(C)C)c2nc3nc(C)cc(C)n3n2)cc1 | i
Fc1cccc(-c2nccn2Cc2noc(Cc3ccccc3)n2)c1 | i
CCc1ccc(S(=O)(=O)N2CCN(c3cc(-c4ccc(OC)cc4)ncn3)CC2)cc1 | i
Cc1c(-c2ccc(F)cc2)[nH]c2ccc(CNS(=O)(=O)C3CC3)cc12 | i
COc1ncccc1CN1CCC(CNC(=O)c2ccncc2)C1 (configuration not stated) | i
Cc1ccc2nc(CNc3nc(-c4ccccc4)nc4c3CCNC4)cn2c1 | i
CC(C)c1nc(CN(C)C(=O)c2cnn3ccn(C)c23)cs1 | i
CC(C)(C)c1ncc2c(n1)CN(C(=O)CCc1cc(Cl)no1)C2 | i
Cc1ccc2c(c1)c(C(=O)NC1CC(=O)N(Cc3ccc(F)cc3)C1)nn2C (configuration not stated) | i
CCCCN(CC)c1ncc(NS(=O)(=O)c2ccc(OC)cc2)cc1C(=O)O | i
COc1ccc(CC(=O)N(Cc2nc3nc(C)cc(C)n3n2)c2ccccc2)cc1 | i
COc1ccc(OC)c(NC(=O)c2nc3ccccc3n(C)c2=O)c1 | i
COCc1ncc(CN2CCN(c3ccccc3C)CC2C)cn1 (configuration not stated) | i
CCCC(C(=O)Nc1ccccc1F)N1Cc2ccccc2C1=O (configuration not stated) | i
O=C(C1CCCN(c2ncnc3c2nc2n3CCCCC2)C1)N1CCN(c2cccc(Cl)c2)CC1 (configuration not stated) | i
C=CCNc1ccccc1C(=O)N1CC[C@@H](c2ccc3c(c2)OCO3)[C@H](O)C1 | i
CCOC(C)c1ccc(-c2ccc(NC(C)=O)nc2)cc1 (configuration not stated) | i
CCOc1ccc(-c2nc(SCC(=O)NC(C)CCc3ccccc3)n3[nH]c(=O)cc3n2)cc1 (configuration not stated) | i
CN1CCCn2nc(C(=O)N3CCCC(OCc4ccccn4)C3)cc2C1 (configuration not stated) | i
Cc1ccc(C(=O)Nc2ccc(Nc3nc(C)cc(N(C)C)n3)cc2)cc1 | i
Cc1ccc(N2CCC(CNC3CCN(C(=O)c4ccccc4)CC3)C2)cc1 (configuration not stated) | i
Cc1nn2cc(CNC(=O)c3ccc(C4CCCO4)s3)nc2s1 (configuration not stated) | i
Cc1cc(Sc2ccccc2NC(=O)Nc2cccc(Cl)c2)n2ncnc2n1 | i
CC(C)NC(=O)C1CCC(Cn2c(=O)c3sccc3n(CC(=O)NC3CCCC3)c2=O)CC1 (configuration not stated) | i
CCCC(=O)Nc1nc2n(n1)C(c1c(F)cccc1Cl)C=C(c1ccccc1)N2 (configuration not stated) | +
Cc1cccc(NC(=O)Nc2c(C)nc3nc(C)[nH]n3c2=O)c1 | i
COc1cc(OC)c(NC(=O)N2CCN(Cc3nc4cccnc4n3-c3ccccc3)CC2)cc1Cl | i
CC1CCN(S(=O)(=O)c2cn(CC(=O)Nc3ccc(S(N)(=O)=O)cc3)cn2)CC1 | i

Going on with the list:
SMILES | FECH inh
Cc1ccc(C)c(N2CCN(S(=O)(=O)c3ccc(C(=O)N(C)C)s3)CC2)c1 | i
COc1ccc(CC(=O)Nc2ccc(Nc3nc(C)cc(N(C)C)n3)cc2)cc1 | i
CSc1nc(NCCc2ccc(F)cc2)c(C#N)c(-c2ccc(Cl)cc2)n1 | i
Cc1cccnc1C(=O)N(CC#Cc1ccccc1)CC(C)C | i
CC(=O)c1ccc(CN2CCC3(CC2)N=C(c2ccccn2)NC3=O)cc1 | i
COC(=O)c1ccccc1NC(=O)N1CCC(n2c(C)nc3cccnc32)CC1 | i
CCOc1cc(CNC(=O)CN2C(=O)C(CC)=C(c3ccc(OC)cc3)S2(=O)=O)ccc1OC | i
CC(C)c1ccc(NC2CCCN(C(=O)c3cnc(C4CC4)[nH]c3=O)C2)cc1 (configuration not stated) | i
Cc1cccnc1CN(C)C1CCN(Cc2cccnc2)CC1 | i
COc1cccc(N2CC(NC(=O)Cc3cccs3)CC2=O)c1 (configuration not stated) | i
CCc1ccc(-n2c(CN3CCN(S(=O)(=O)c4ccc(C)c(C)c4)CC3)nc3cccnc32)cc1 | i
Cc1cc(C)c(S(=O)(=O)N2CCN(c3nc(C)cc(N4CCOCC4)n3)CC2)c(C)c1 | i
Cc1cc(C)n(CCNC(=O)CN2CCOc3ccccc3C2)c(=O)n1 | i
COC(=O)c1ccc(C(=O)Nc2sc3c(c2C(=O)OC)CCN(C(C)C)C3)cc1 | i
CCc1ccc(CNC(=O)CN2C(=O)C(C)=C(c3ccc(CC)cc3)S2(=O)=O)cc1 | i

Among those listed so far, 15 have an aryl methoxy group.
SMILES | FECH inh
COc1ccccc1C1CNC(=O)c2nc(CCCN3CCCC3)[nH]c2C1 (configuration not stated) | i
COc1cc2c(cc1CN1CCN(c3cc(C(N)=O)ccn3)CC1)CCC2 | i
CCCC(=O)Nc1ccc(Nc2nc(C)cc(Nc3ccc(OC)cc3)n2)cc1 | i
COc1ccc(N2C(=O)N(CC(=O)NCCc3ccccc3)c3ccccc3S2(=O)=O)cc1OC | i
COc1ccccc1CN(Cc1cccnc1)Cc1nccn1C | i
COc1cccc(-c2cc(N3CCN(C(=O)Nc4ccc(C)c(Cl)c4)CC3)ncn2)c1 | i
CCc1ccc(S(=O)(=O)N2CCN(c3cc(-c4ccc(OC)cc4)ncn3)CC2)cc1 | i
COc1ncccc1CN1CCC(CNC(=O)c2ccncc2)C1 (configuration not stated) | i
CCCCN(CC)c1ncc(NS(=O)(=O)c2ccc(OC)cc2)cc1C(=O)O | i
COc1ccc(CC(=O)N(Cc2nc3nc(C)cc(C)n3n2)c2ccccc2)cc1 | i
COc1ccc(OC)c(NC(=O)c2nc3ccccc3n(C)c2=O)c1 | i
COc1cc(OC)c(NC(=O)N2CCN(Cc3nc4cccnc4n3-c3ccccc3)CC2)cc1Cl | i
COc1ccc(CC(=O)Nc2ccc(Nc3nc(C)cc(N(C)C)n3)cc2)cc1 | i
CCOc1cc(CNC(=O)CN2C(=O)C(CC)=C(c3ccc(OC)cc3)S2(=O)=O)ccc1OC | i
COc1cccc(N2CC(NC(=O)Cc3cccs3)CC2=O)c1 (configuration not stated) | i

The list goes on.
SMILES | FECH inh
O=C(c1cc(N2Cc3ccccc3C2)ccn1)N1CCOCC1 | i
Cc1ccc(NC(=O)C2CCN(c3ncnc4c3nc3n4CCCCC3)CC2)c(Cl)c1 | i
c1ccc(CCc2nc(-c3cccc4cnccc34)n[nH]2)cc1 | i
CSc1nc(NCCN2CCOCC2)c(C#N)c(-c2ccccc2)n1 | i
COc1ccc2nc(CCn3cnnc3)[nH]c2c1 | i
CCCN(c1nc2nc(C)c(Cl)c(C)n2n1)S(=O)(=O)c1ccc(Cl)cc1 | i
CC(C)c1cc(C(=O)NC(Cn2ccnc2)C(C)C)nc2ncnn12 (configuration not stated) | i
Cc1ccc(S(=O)(=O)NCCn2c(C(F)(F)F)nc3cccnc32)cc1 | i
CCN(Cc1ccc(Cl)cc1)C(=O)Cc1nn[nH]n1 | i
COc1ccccc1N1CCN(S(=O)(=O)c2cc(N3C(=O)CCS3(=O)=O)ccc2C)CC1 | i
Cc1nn(-c2cc(N3CCCC3)ncn2)c(C)c1CCC(=O)NCc1cccc(Cl)c1 | i
Cn1c(=O)n(C)c2cc(Cn3cnc(-c4ccccc4)c3C3CC3)ccc21 | i
Cc1cccnc1CCn1cnc(-c2ccccc2)c1-c1cccc2nonc12 | i
Cc1ccc(CN2CCC(CNC(=O)CN3CCOC3=O)CC2)o1 | i
CC1CCN(S(=O)(=O)c2cc(C(=O)N3CCCCC3)cs2)CC1 | i
c1cnc2nc(-c3nn4c(C5CC5)nnc4s3)ccc2c1 | i
O=C1CCC(=O)N1c1nc2n(n1)C(c1ccccc1Cl)C=C(c1ccccc1)N2 (configuration not stated) | i
COc1cc(OC)cc(C(=O)Nc2ccc(Nc3nc(C)cc(N4CCCC4)n3)cc2)c1 | i
CC(=O)N1CCc2c(sc(NC(=O)c3ccc(N(C)C)cc3)c2-c2nc3ccccc3s2)C1 | i
Cc1cc(=O)oc2cc(CN3CCC(N)(C(=O)O)C3)ccc12 (configuration not stated) | i
Cc1ccc(S(=O)(=O)NCCCNc2ncnc3c2CCNC3)cc1 | i
O=C(Nc1cccnc1)C1CCN(c2ccc(-c3cccs3)nn2)CC1 | i
CCc1nc(OCC(=O)NCc2ccccc2)c2c(-c3ccc(F)cc3)noc2n1 | i
CCN(c1nc2nc(C)cc(C)n2n1)S(=O)(=O)c1ccc(Cl)cc1 | i
COc1ccc(S(=O)(=O)N2CCN(c3nc(C)cc(N4CCCCC4)n3)CC2)cc1OC | i
COc1ccc(NC(=O)CN2CCCN(Cc3ccc(Cl)cc3)S2(=O)=O)cc1Cl | +
O=C(COc1ccccc1)Nc1ccc(Cl)c(N2CCCS2(=O)=O)c1 | i
COCCn1c(CNC(=O)CCc2c(C)noc2C)nc2cccnc21 | i
CC(C)c1ccc(S(=O)(=O)NCCn2c(C(F)(F)F)nc3cccnc32)cc1 | i
CCCNC(=O)C1CCN(c2ccc(-c3cccc(C)c3)nn2)CC1 | i
CN(C)Cc1nnc(C(=O)N2CCCC(C(C)(C)O)C2)o1 (configuration not stated) | i
Cc1nc2c(C)cccc2cc1C(=O)N1CCC(Cc2nncn2C)CC1 | i
Cc1cc(CC(C)NC(=O)c2c[nH]c3ccccc23)n[nH]1 (configuration not stated) | i
CCCc1cc(Sc2ccc(NC(=O)Nc3cccc(F)c3)cc2)n2ncnc2n1 | i
O=C(NCCc1cnc[nH]1)c1ccc(CN2C(=O)CCn3nccc32)cc1 | i
Cc1cc(N2CCCC2)nc(N2CCN(S(=O)(=O)c3ccc(F)cc3)CC2)n1 | i
O=C(CCN1CCCCO1)NCCc1nc2ccc(Cl)cc2[nH]1 | i
Cc1c(C(=O)N2[C@H]3CCNC[C@@H]2CC3)c2cc(O)ccc2n1C | i
Cc1ccc(CNS(=O)(=O)c2ccc(C(=O)N(C)C)s2)cc1 | i
COCCCNc1nc(Nc2ccc(OC)cc2)c2cnn(-c3ccccc3)c2n1 | i
COCCN(Cc1cnn(C)c1)C(=O)c1cccc(C(F)(F)F)c1 | i
CC(c1ccccc1)n1cnnc1CCc1ccccc1 (configuration not stated) | i
CCOc1ccccc1NCc1nc2nc3c(c(=O)n2[nH]1)CCC3 | i
CCCN(CCC)CCNC(=O)c1cccn1-c1nnc(N2CCCCC2)s1 | i
C=C(C)COc1ccc(C(=O)N2[C@@H]3CC[C@H]2CC(O)C3)cc1 (some centres not stated) | i
Cc1ccc(-c2noc(CSCC(=O)Nc3ccccc3C(F)(F)F)n2)cc1 | i
CN1CC(=O)N(CC(=O)Nc2ccccc2)c2ccccc2C1=O | i
O=C(c1cn(CC2CCCNC2)nn1)N1CC=CC1 (configuration not stated) | i
CN(Cc1cnc(C(C)(C)C)nc1)Cc1nc2ccc(F)cc2[nH]1 | i
CC1(C)CC(c2nccn2CCOc2ccccc2)CCO1 (configuration not stated) | i
Cc1cccc(N2CCN(c3c(-c4ccc5c(c4)CCCC5)c(=O)c3=O)CC2)c1C | i
CCOc1ccc(-c2c(Nc3ccccc3)oc3c2c(=O)n(C)c(=O)n3C)cc1 | i
COc1ccc(Nc2cc(C)nc(Nc3ccc(NC(=O)c4ccc(C(C)(C)C)cc4)cc3)n2)cc1 | i
CCC(C)N(Cc1ccsc1)C(=O)C1(COC)CC1 (configuration not stated) | i
Cc1cc(NS(=O)(=O)c2cc(N3C(=O)CCS3(=O)=O)ccc2C)ccn1 | i
COc1ccc2nc(CNC3CCN(CC(C)C)CC3)[nH]c2c1 | i
